Compound activity deposited in PubChem BioAssay by several laboratories.
EBV gp42 block = EBV gp42 inhibition | Q1HVG2 | Fluorescence polarization binding assay, mP read-out | inhibition, % (tested at 21.74 µM) | 0.42% of 220,000 active | AID 1085; in the data active = inhibition above about 50%
p97 inhibitor = human p97 ATPase inhibition. 0.42% of 220,000 active. recombinant p97 ATPase, Kinase-Glo ATP luminescence, 3 h. AID 1481. inhibition, % at 8 µM; in the data active = inhibition above about 15%;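 also: 0% = DMSO vehicle and 100% = wells lacking enzyme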
Target sequence (P55072 whole entry, looked up): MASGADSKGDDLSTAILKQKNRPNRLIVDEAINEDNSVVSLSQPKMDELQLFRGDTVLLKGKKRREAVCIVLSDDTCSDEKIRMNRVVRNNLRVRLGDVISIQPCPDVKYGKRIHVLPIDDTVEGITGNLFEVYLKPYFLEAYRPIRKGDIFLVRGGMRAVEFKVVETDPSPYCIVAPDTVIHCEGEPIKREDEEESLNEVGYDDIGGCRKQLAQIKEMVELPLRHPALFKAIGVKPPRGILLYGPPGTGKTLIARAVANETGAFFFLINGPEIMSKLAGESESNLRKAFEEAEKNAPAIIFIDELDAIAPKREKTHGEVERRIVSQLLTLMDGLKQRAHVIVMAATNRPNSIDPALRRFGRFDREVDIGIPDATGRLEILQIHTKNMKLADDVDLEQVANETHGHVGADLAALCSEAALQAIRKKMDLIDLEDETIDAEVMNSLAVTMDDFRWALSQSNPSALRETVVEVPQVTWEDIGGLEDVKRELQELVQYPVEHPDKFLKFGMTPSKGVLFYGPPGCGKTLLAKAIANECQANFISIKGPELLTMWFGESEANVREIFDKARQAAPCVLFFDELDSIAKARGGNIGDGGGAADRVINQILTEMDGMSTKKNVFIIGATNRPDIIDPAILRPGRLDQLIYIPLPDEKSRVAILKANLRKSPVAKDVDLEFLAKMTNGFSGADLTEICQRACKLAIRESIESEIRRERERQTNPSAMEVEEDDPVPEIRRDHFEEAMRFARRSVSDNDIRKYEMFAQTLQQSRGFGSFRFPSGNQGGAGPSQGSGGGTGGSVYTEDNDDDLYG
RBBP9 inh = inhibitors of human serine hydrolase RBBP9; O75884; recombinant RBBP9, FP-Rh probe fluorescence polarization; inhibition, % at 7.94 µM; 0.2% of 220,000 active; AID 1515;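 active = inhibition above the campaign mean of all tested compounds plus 3 SD, cut at about 14% in these data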;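 also: plate controls were DMSO wells with RBBP9 for no effect and wells lacking RBBP9 protein for full effect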
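System: RBBP9 protein / Buffer or medium: Tris/NaCl buffer pH 8.0 with 0.1% Pluronic / Probe or stimulus: Serine-hydrolase probe FP-Rh, 375 nM pre-mixing / Dosing: 7.94 µM single dose, 0.794% DMSO / Times: enzyme-compound preincubation 30 min, then probe labeling 45 min, 25 °C / Technique: fluorescence polarization (mP), excitation 525 nm, emission 598 nm / Replication: singlicate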
Furin inh = human furin inhibition. purified furin, fluorogenic substrate cleavage. AID 463115. 0.061% of 220,000 active. inhibition, % at 30 µM; in the data active = inhibition above about 25%; also: inactives centre near -15
Runt-SMMHC FRET = Runt domain-CBFb-SMMHC interaction inhibition; AID 1434; inhibition, % at 20 µM; Q01196+Q13951; Cerulean-Runt/Venus-CBFb-SMMHC FRET ratio 530/480, 1 h; 0.74% of 220,000 active;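 active = mean inhibition across duplicate retests at 20 µM reaching about 50%, limit read from the data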;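 also: 0% = DMSO wells and 100% = wells with excess untagged CBFb-SMMHC; inhibitors lower the FRET ratio by blocking Runt binding to CBFb-SMMHC; some results filed as inactive read as strong as hits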
Tb hexokinase = blocks Trypanosoma brucei hexokinase 1 activity. recombinant TbHK1, G6PDH-coupled NADH A340. inhibition, % at 10 µM. 0.11% of 220,000 active;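 active = inhibition of 50% or more in the single-dose primary screen; inactive = inhibition below 50%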
NCF1 inh = blocks human p47phox regulatory protein of NADPH oxidases; p47phox/p22phox peptide binding, fluorescence polarization, 2 h; inhibition, % at 24.7 µM; 0.53% of 220,000 active; AID 1274;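 active = inhibition above about 30%, limit read from the data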;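 also: 0% = p47phox with labelled peptide and 100% = labelled peptide alone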
Calpain2 inh = calpain II (pig) inhibition. purified calpain II, fluorogenic peptide substrate, 30 min. 0.37% of 220,000 active. inhibition, % at 16 µM;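 active = inhibition above about 50%, limit read from the data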
Runt-CBFb FRET = blocks binding of human RUNX1 Runt domain to CBFb | Cerulean-Runt/Venus-CBFb FRET ratio 530/480, 1 h | inhibition, % at 20 µM | 0.46% of 220,000 active;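 active = inhibition over about 50% at 20 µM in the single-dose screen, limit read from the data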;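 also: 0% = DMSO wells and 100% = excess unlabeled CBFb competitor control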
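test system = Cerulean-tagged RUNX1 Runt domain (FRET donor) fusion protein | reagent = Venus-CBFb binding partner, 100 nM | incubation = protein complex preformed 1 h, compound exposure 1 h, room temperature, dark | detection = FRET fluorescence | read-out basis = loss of energy transfer signal | controls = 5 µM unlabeled CBFb as full-inhibition high control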
The depositor's hits bear a star; / = not tested or not shown; [ ] = another dose, or the depositor's remark.

SMILES	EBV gp42 block	p97 inhibitor	RBBP9 inh	Furin inh	Runt-SMMHC FRET	Tb hexokinase	NCF1 inh	Calpain2 inh	Runt-CBFb FRET
CCOc1ccc(C(C)=O)cc1N1C(=O)C2C3C=CC(O3)C2C1=O (centres undefined)	-8	-8	7	-5	25	20	-5	-18	36
CC1(C)CC(=O)c2cc(OCC(=O)N3CCN(c4ccccc4F)CC3)ccc2O1	-3	0	-9	-19	2	0	-2	-305	-2
CC(=O)Nc1c(Cl)n(C(C)=O)c2ccccc12	-14	-4	-10	-19[20 µM]	0	-12	4	-5	0
CCn1c(C(=O)OC)cc2c1ccn2-c1ccc(F)cc1	-2	0	-7	-16[20 µM]	1	-5	2	-2	-1
C=C(C)C1CC=C(C)/C(=N/NC(=O)c2ccc(NC(=O)CCC)cc2)C1 (centres undefined)	8	3	-1	-11[20 µM]	3	-5	-7	-5	0
COc1cc(NS(=O)(=O)c2ccc(NC(=S)NC(=O)COc3ccccc3OC)cc2)nc(OC)n1	-5	2	-16	-16	-2	0	3	-26	-2
COC(=O)CSc1nnc(-c2ccncc2)n1N	-30	-5	-11	-19	0	-2	-18	3	-2
Cc1ccc(NC(=S)NCc2ccccc2)cc1S(=O)(=O)N1CCCCC1	-20	6	-10	-17	-5	3	-10	20	2
O=C(/C=C/c1ccc([N+](=O)[O-])cc1)NC1CC2CCC1C2 (centres undefined)	1	4	5	-8	-2	-17	-1	-10	-2
CN(C)CCCOc1ccc(C(C)(C)c2ccccc2)cc1	-15	-5	3	-6[20 µM]	0	5	-7	-8	3
CCCCNC(=O)c1ccc(CS(=O)(=O)c2ccc(OC)cc2)o1	-21	0	-7	-14	-5	2	-11	1	0
FC(F)(F)c1ccc(C2[C@H]3CN(CC4CCCCC4)[C@H](c4ccccc4)C34CC2(c2cccnc2)C4)cc1 (some centres undefined)	-32	/	/	-34	3	-4	-34	-12	0
O=C(N/N=C/c1ccncc1)c1ccc(-n2cccc2)cc1	24	-3	-3	5	-1	-13	-5	3	-3
O=C1CC(=O)C(n2cncn2)C(c2c(F)cccc2Cl)C1 (centres undefined)	-11	2	6	-11[20 µM]	4	-1	-2	-6	2
Cc1cc(C)nc(-n2nc(C)cc2NC(=O)COC(=O)CCC(=O)c2cccs2)n1	-6	-5	2	0	0	4	3	5	0
CCCNC(=S)N1CCC(C(=O)c2ccc3c(c2)OCCO3)CC1	-1	3	-2	-33	2	-6	-11	3	-1
CCOc1ccc(/C=N/OC(C)C(=O)NCc2ccc3c(c2)OCO3)cc1 (centres undefined)	7	-3	-5	-9	0	30	-7	22	-1
Cc1cccc2c1CC(C)(C)NC2=C(C#N)C#N	-22	7	-3	-6	3	-28	-12	17	1
CC(NC(=O)Cc1cccs1)c1ccccc1 (centres undefined)	-11	2	-4	-30	1	2	-1	-22	0
O=C(NCc1ccccc1)/C(=C/c1ccc(OC(F)F)cc1)c1ccccc1	11	2	4	-7	-4	2	14	35	-2
O=C1CN(C(=O)COC(=O)c2cccc(S(=O)(=O)NCc3ccccc3)c2)c2ccccc2N1	-54	2	-5	-11[20 µM]	4	2	-4	17	-4
O=C(CN1CCC(C(=O)c2ccc3c(c2)OCCO3)CC1)NC1CCCC1	-17	4	-6	-25	3	3	-4	-40	-3
CC(C)(C)c1ccc(S(=O)(=O)N2CCN(CCC#N)CC2)cc1	0	-1	5	-26	2	0	9	0	0
CN1CCc2nc(SCC(=O)Nc3ccc(Cl)cc3)c(C#N)cc2C1	2	7	-2	-27[20 µM]	/	-2	-4	8	/
N/C(=N\OC(=O)N1CCOCC1)c1ccc(Cl)cc1	-6	-2	-6	-10	0	6	-1	6	0
C/C(N)=C(/C#N)C(=O)CSc1nc2cc(Cl)ccc2c(=O)n1-c1ccc(C)cc1	-14	-4	-15	-6	-3	4	-28	0	-4
O=C(O)CCCCCn1c(SCC(=O)c2ccc(O)c(O)c2)nc2ccsc2c1=O	5	2	-13	-2	1	-8	3	9	2
CC(OC(=O)c1ccc(S(=O)(=O)N(C)c2ccccc2)cc1)C(=O)NCCC1=CCCCC1 (centres undefined)	5	-3	-9	-9	4	-1	-11	20	-1
CCOC(=O)CCn1nc(-c2ccc(C)cc2)c2ccccc2c1=O	11	1	-5	-28	-2	2	-3	-14	-3
O=C(CSCc1ccc(Cl)cc1)NN=C1CCCCCC1	-16	-2	6	-11	-1	37	8	-9	1
CCOC(=O)c1cnn(-c2ccc(C(F)(F)F)cn2)c1N	-28	4	2	-15[20 µM]	-5	-4	-4	-12	-3
O=C(NCCN1CCOCC1)c1ccc2c(c1)N(Cc1ccccc1)C(=O)CS2	-22	2	-5	-19[20 µM]	0	3	-17	0	1
Nc1nnc(Cc2ccc(Cl)cc2)s1	-18	4	3	-22[20 µM]	-9	7	-9	2	1
Cc1nc(SCC(N)=O)[nH]c(=O)c1CCC(C)C	-23	0	-9	-10[20 µM]	0	4	-6	-9	-2
O=c1[nH]nc(SCc2nnc(-c3cccc(Cl)c3)o2)n1C1CCCCC1	-9	-7	-3	3	2	2	-3	22	3
CC(=O)C1(C)OC(N)=C(C#N)C(c2ccccc2)C1(C#N)C#N (centres undefined)	0	3	0	-25[20 µM]	-6	-6	-14	-26	0
N#CC(C#SN)=C1CCCCC1	-8	6	0	-12	-11	1	-8	15	0
COc1cccc(NC(=O)N(CCCN2CCOCC2)C(C)c2cc3ccccc3o2)c1 (centres undefined)	-16	-2	-1	-18[20 µM]	-2	-15	8	-2	0
CCCCCNC(=O)CSC1=N/C(=C\c2ccc(Cl)c(Cl)c2)C(=O)N1CC	5	3	-4	-11[20 µM]	4	7	-4	-6	-2
O=C(C1CCC(Cn2c(=S)[nH]c3ccccc3c2=O)CC1)N1CCN(c2ccccc2)CC1 (centres undefined)	/	2	-9	-4[20 µM]	/	-10	/	/	/
O=c1cc(Cl)[nH]c(=O)n1CCNc1ncc(C(F)(F)F)cc1Cl	-109	0	-11	-20[20 µM]	11	-2	-70	32	0
CC1(C)Cc2c(c(-c3ccccc3Cl)[nH]c(=O)c2C#N)CO1	-6	-1	-9	7[20 µM]	2	-26	-18	-14	1
COc1ccc(CNC(=O)CSc2ncnc3nc[nH]c23)cc1	-20	-4	-1	-13	1	9	-16	-43	1
CCn1c(SCC(=O)c2cccs2)nnc1-c1cccs1	-3	-5	-5	-13	1	-7	5	-2	0
Cc1c(C(c2ccccc2O)c2c(C)n(C)n(-c3ccccc3)c2=O)c(=O)n(-c2ccccc2)n1C	-24	4	5	-20	0	-1	-12	-8	0
N#C/C(=C1/CCCCCN1)c1nnc2n1CCCCC2	-7	8	-2	-15	-1	4	-14	1	0

Gathered by group: the entries above with a Cl atom (11)
SMILES	EBV gp42 block	p97 inhibitor	RBBP9 inh	Furin inh	Runt-SMMHC FRET	Tb hexokinase	NCF1 inh	Calpain2 inh	Runt-CBFb FRET
CC(=O)Nc1c(Cl)n(C(C)=O)c2ccccc12	-14	-4	-10	-19[20 µM]	0	-12	4	-5	0
O=C1CC(=O)C(n2cncn2)C(c2c(F)cccc2Cl)C1 (centres undefined)	-11	2	6	-11[20 µM]	4	-1	-2	-6	2
CN1CCc2nc(SCC(=O)Nc3ccc(Cl)cc3)c(C#N)cc2C1	2	7	-2	-27[20 µM]	/	-2	-4	8	/
N/C(=N\OC(=O)N1CCOCC1)c1ccc(Cl)cc1	-6	-2	-6	-10	0	6	-1	6	0
C/C(N)=C(/C#N)C(=O)CSc1nc2cc(Cl)ccc2c(=O)n1-c1ccc(C)cc1	-14	-4	-15	-6	-3	4	-28	0	-4
O=C(CSCc1ccc(Cl)cc1)NN=C1CCCCCC1	-16	-2	6	-11	-1	37	8	-9	1
Nc1nnc(Cc2ccc(Cl)cc2)s1	-18	4	3	-22[20 µM]	-9	7	-9	2	1
O=c1[nH]nc(SCc2nnc(-c3cccc(Cl)c3)o2)n1C1CCCCC1	-9	-7	-3	3	2	2	-3	22	3
CCCCCNC(=O)CSC1=N/C(=C\c2ccc(Cl)c(Cl)c2)C(=O)N1CC	5	3	-4	-11[20 µM]	4	7	-4	-6	-2
O=c1cc(Cl)[nH]c(=O)n1CCNc1ncc(C(F)(F)F)cc1Cl	-109	0	-11	-20[20 µM]	11	-2	-70	32	0
CC1(C)Cc2c(c(-c3ccccc3Cl)[nH]c(=O)c2C#N)CO1	-6	-1	-9	7[20 µM]	2	-26	-18	-14	1

Outcome played no part in choosing rows; overall some 2.7% were active at least once.
